PostGolgi yeast – growth inhibition of a yeast mutant, post-Golgi transport screen. post-Golgi transport phenotypic cell assay. inhibition, % at 10 µM. hit rate 0.9% among 98,000;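 further: yeast cells grown in 1536-well plates; yeast grown about 18 h at 30C before absorbance read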
PLAP activator – activators of human placental alkaline phosphatase | AID 696 | hit rate 1.2% among 96,000 | P05187 | activation fold at 20 µM | purified PLAP enzyme, luminescent substrate read-out; active compounds read high; in the data active means activation fold above about 2
CD11b adhes inh – CD11b/CD18-fibrinogen binding inhibition; AID 1497; hit rate 0.54% among 93,000; P05107+P11215; K562 CD11b/CD18 adhesion to fibrinogen, ATPlite luminescence; Mn2+ added to activate the integrin; inhibition, % at 10 µM;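 active means primary inhibition of 50% or more at 10 µM, then 40% or more on retest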; further: some results filed as inactive read as strong as hits
Target sequence (P05107 whole entry, looked up, other chains not shown): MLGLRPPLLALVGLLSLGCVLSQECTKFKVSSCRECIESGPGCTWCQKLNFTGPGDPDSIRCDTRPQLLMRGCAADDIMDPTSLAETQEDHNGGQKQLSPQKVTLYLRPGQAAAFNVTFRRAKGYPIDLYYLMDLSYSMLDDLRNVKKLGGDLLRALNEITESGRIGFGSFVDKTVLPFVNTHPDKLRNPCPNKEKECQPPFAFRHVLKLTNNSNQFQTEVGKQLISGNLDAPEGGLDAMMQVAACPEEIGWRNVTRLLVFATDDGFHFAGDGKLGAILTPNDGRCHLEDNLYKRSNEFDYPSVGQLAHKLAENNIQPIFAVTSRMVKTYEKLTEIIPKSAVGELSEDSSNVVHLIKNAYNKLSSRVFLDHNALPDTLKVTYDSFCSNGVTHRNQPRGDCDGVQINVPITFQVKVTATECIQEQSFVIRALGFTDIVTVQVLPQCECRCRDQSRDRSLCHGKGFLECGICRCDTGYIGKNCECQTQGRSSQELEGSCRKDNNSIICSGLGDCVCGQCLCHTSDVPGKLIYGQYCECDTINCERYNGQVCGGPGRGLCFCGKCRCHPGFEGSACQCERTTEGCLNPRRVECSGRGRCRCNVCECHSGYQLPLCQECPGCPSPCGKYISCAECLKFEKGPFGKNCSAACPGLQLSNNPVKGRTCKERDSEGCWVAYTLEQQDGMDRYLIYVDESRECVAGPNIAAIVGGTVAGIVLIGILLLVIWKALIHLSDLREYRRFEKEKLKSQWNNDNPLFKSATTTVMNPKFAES
PostGolgi ctrl – inhibits growth of the yeast control strain; hit rate 5% among 98,000; efflux-deficient yeast background strain, growth absorbance A615, 16 h; inhibition, % at 10 µM
sEH inh – soluble epoxide hydrolase (human) inhibition. inhibition, % at 2 µM. hit rate 0.34% among 91,000. recombinant human sEH enzymatic activity assay. P34913; in the data active means inhibition above about 80%; further: values of inactives mirror those of a sister screen read the other way; many of its hits are not listed in these tables
E coli WT exp – growth inhibitors of E. coli BW25113 wild type; AID 710; growth inhibition, % at 100 µM; OD600 absorbance; hit rate 0.15% among 98,000;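 active means growth inhibition above about 50% at one test dose, limit read from the data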;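 further: growth measured after 20 h incubation at 37 °C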
S1P2 ag – agonists of human S1P2 receptor; activation, % at 4.5 µM; O95136; hit rate 0.46% among 97,000; S1P2-expressing cell line, agonist reporter read-out; in the data active means activation above about 16%;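 further: 0% = vehicle low control and 100% = maximal reference agonist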
Target sequence (O95136 whole entry, looked up): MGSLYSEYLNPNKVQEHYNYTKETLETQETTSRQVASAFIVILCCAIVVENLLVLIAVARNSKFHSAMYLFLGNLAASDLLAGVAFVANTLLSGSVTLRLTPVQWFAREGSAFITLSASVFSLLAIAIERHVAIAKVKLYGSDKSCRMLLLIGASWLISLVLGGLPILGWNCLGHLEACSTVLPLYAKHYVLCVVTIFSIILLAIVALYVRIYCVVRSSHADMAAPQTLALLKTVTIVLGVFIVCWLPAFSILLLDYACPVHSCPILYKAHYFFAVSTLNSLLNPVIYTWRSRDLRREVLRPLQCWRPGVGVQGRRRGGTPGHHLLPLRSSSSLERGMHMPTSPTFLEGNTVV
S1P2 blocker – antagonists of human S1P2 receptor; O95136; cell-based S1P2 antagonist assay, inhibition at 5 uM; inhibition, % at 5 µM; hit rate 0.21% among 97,000; AID 736; in the data active means inhibition above about 45%;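 further: CRE beta-lactamase reporter cells expressing human S1P2 stimulated with S1P; 0% = agonist at EC80 alone and 100% = agonist plus reference antagonist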
sEH activator – increases human soluble epoxide hydrolase activity; P34913; AID 717; hit rate 0.04% among 91,000; purified human sEH enzymatic activity, activator screen; activation, % at 2 µM; in the data active means activation above about 37%; further: values of inactives mirror those of a sister screen read the other way
The depositor's hits bear a star; x = not tested or not shown. Unless noted, no stated cut-off is given here; in the data, active means inhibition above about 30%; inactive means the rest.

SMILES	PostGolgi yeast	PLAP activator	CD11b adhes inh	PostGolgi ctrl	sEH inh	E coli WT exp	S1P2 ag	S1P2 blocker	sEH activator
Cc1ccc(CNC(=O)CN(C2CCCCC2)S(C)(=O)=O)cc1	x	x	x	x	-1	x	-2	13	6
C=CCC1CCCCC12NC(=O)NC2=O (stereo not drawn)	5	1.2	-10	-7	x	2	x	x	x
CCN=C1Sc2nc3ccc(OCC)cc3cc2CN1CCOC	1	1.6	-12	8	8	4	-6	2	-7
COc1ccc(CCC(=O)Nc2nc3ccccc3[nH]2)cc1OC	3	1	-1	6	-21	-3	-5	6	14
Fc1cccc(CSc2nc3ncccc3[nH]2)c1	-4	1.7	-2	-4	2	20	-6	11	-5
COc1ccc(CCNC(=S)Nc2cccc(C)c2)cc1	0	0.6	-6	7	9	13	-5	11	-9
O=C(Nc1ccc(S(=O)(=O)N2CCCCCC2)cc1)C1CCCO1 (stereo not drawn)	x	1.2	-16	15	6	-5	1	-10	-6
Cc1cc(C)n2nc(-c3sccc3-n3c(C)ccc3C)cc2n1	3	1.1	-6	22	-2	-12	-4	8	0
O=C(Nc1ccccc1Cl)N1CCN(c2ccccn2)CC1	-3	x	x	7	8	-2	0	-3	-7
O=C(CCC1CCCC1)N1CCN(C(=O)C2CC2)CC1	2	x	x	16	7	1	0	4	-6
O=C(N/N=C\c1ccc(COc2ccc([N+](=O)[O-])cc2)o1)c1cccc(Cl)c1	-8	1	2	6	48	-3	-8	-7	-47
Cc1nc2c(-c3ccccc3)c(C)nn2c(C)c1CCC(=O)NC(C)CCc1ccco1 (stereo not drawn)	0	1.7	5	13	-4	-2	-6	16	3
O=C1CC(N2CCN(Cc3ccccc3)CC2)C(=O)N1c1ccccc1 (stereo not drawn)	2	1.1	-3	5	11	3	-5	-4	-9
COc1ccc(-c2nnc3ccc(SCC(=O)NCc4ccco4)nn23)cc1OC	-3	1.2	-24	6	2	2	-5	15	-1
COc1ccccc1N1CCN(C(=O)CN(c2cc(C)cc(C)c2)S(C)(=O)=O)CC1	6	1.3	15	28	-24	7	-5	14	24

Quoted at random: six compounds from above
SMILES	PostGolgi yeast	PLAP activator	CD11b adhes inh	PostGolgi ctrl	sEH inh	E coli WT exp	S1P2 ag	S1P2 blocker	sEH activator
O=C(Nc1ccccc1Cl)N1CCN(c2ccccn2)CC1	-3	x	x	7	8	-2	0	-3	-7
O=C(CCC1CCCC1)N1CCN(C(=O)C2CC2)CC1	2	x	x	16	7	1	0	4	-6
O=C(N/N=C\c1ccc(COc2ccc([N+](=O)[O-])cc2)o1)c1cccc(Cl)c1	-8	1	2	6	48	-3	-8	-7	-47
COc1ccccc1N1CCN(C(=O)CN(c2cc(C)cc(C)c2)S(C)(=O)=O)CC1	6	1.3	15	28	-24	7	-5	14	24
Fc1cccc(CSc2nc3ncccc3[nH]2)c1	-4	1.7	-2	-4	2	20	-6	11	-5
O=C1CC(N2CCN(Cc3ccccc3)CC2)C(=O)N1c1ccccc1 (stereo not drawn)	2	1.1	-3	5	11	3	-5	-4	-9

Remaining list, next part.
SMILES	PostGolgi yeast	PLAP activator	CD11b adhes inh	PostGolgi ctrl	sEH inh	E coli WT exp	S1P2 ag	S1P2 blocker	sEH activator
CCn1c(SCc2ccccc2Cl)nc2ccccc21	8	0.9	x	27	1	-1	-4	11	1
CCS(=O)(=O)N1CCC(C(=O)NCC2CCCO2)CC1 (stereo not drawn)	2	1.1	x	-2	-3	0	-4	15	0
COc1ccc(S(=O)(=O)NNC(=O)c2csc(-n3nc(C)cc3C(F)(F)F)n2)cc1	14	1.4	-7	2	-7	-1	0	-36	9
COCCNC(=O)C(c1cccs1)N(C(=O)Cn1nnc2ccccc21)c1ccccc1 (stereo not drawn)	0	1.1	-1	8	3	2	-4	25	-7
N#Cc1ccc(N2CCN(C(=O)c3cccc(F)c3)CC2)c(F)c1	4	0.9	-16	-4	x	8	x	x	x
Cc1ccc(C(C[N+](=O)[O-])n2nc(C)cc2C)cc1 (stereo not drawn)	-1	1.3	6	-5	1	45	-6	-5	1
CCn1cc(/C=N/N=C2\CCC3C4CCc5cc(O)ccc5C4CC[C@]23C)c(C)n1 (stereo partly drawn)	1	1.6	6	-2	6	-10	-9	-6	-4
CN(C(=O)c1cccs1)c1ccccc1C(=O)O	8	1.2	-8	9	7	-2	0	6	-8
CCOC(=O)C1CCN(C(=O)CSC2=NCCS2)CC1	-3	1.6	5	5	x	0	x	x	x
O=C(O)Cc1c(O)ccc2ccccc12	-3	0.9	x	29	-22	-2	-8	16	21
Cc1ccc(Oc2ccccc2/C=C/C(=O)O)cc1	7	0.9	19	4	x	3	-1	8	x
CCOc1ccc(OCc2ccc(C(=O)NCC3CCCO3)o2)cc1 (stereo not drawn)	5	1.5	-7	7	-4	12	-7	-11	7
CC(C)n1c(=S)[nH]c2ccccc21	-6	1.8	3	-1	-19	-1	0	-11	20
Cc1ccc(-n2nnnc2SCC(=O)c2c(N)n(CC(C)C)c(=O)n(C)c2=O)cc1	-6	1.2	-48	-4	12	0	-5	3	-14
Cc1ccnc(NS(=O)(=O)c2ccc(NC(=O)C3CCCCC3)cc2)n1	-1	1.5	-5	-3	-2	-6	0	19	3
COc1ccc(C(C)C)cc1S(=O)(=O)Nc1ccccn1	-2	1.1	-13	11	-12	-12	-4	-2	15
COc1ccc(CCn2c(NCc3ccco3)nc3c2c(=O)[nH]c(=O)n3C)cc1	5	0.9	5	4	x	-7	-2	0	x
Cn1c(-c2ccc(CN3CCCCC3)o2)nc2ccccc21	-1	1	-10	4	-38	0	-5	12	34
c1csc(-c2nnc(Cc3cccc4ccccc34)o2)c1	x	x	x	x	-2	x	1	-5	6
COc1ccc(/C=C/C(=O)NC(C)C)cc1Br	-2	0.9	-40	-6	-13	-2	-4	9	16
COc1cnc(-c2ccccn2)nc1Oc1cccc(Cl)c1	16	1	x	19	x	14	-2	-6	x
Cc1cccc(Cn2c(C(=O)OC(C)C)cc3c2ccn3C)c1	-3	1	8	10	2	1	-4	-7	1
O=C1C=C(NC2CC2)C2(CCCCC2)O1	5	1	-8	7	6	7	0	1	-5
CCc1ccc(C(=O)COC(=O)c2cccs2)cc1	17	0.9	53	1	-1	9	-2	-12	2
Cc1cccc(C)c1N1CCN(S(=O)(=O)c2ccc(F)cc2)CC1	-1	1	-10	21	13	-15	-1	-14	-12
CN1C(=S)SC(N(O)C=C2C=CC(=O)C=C2)C1(C)C (stereo not drawn)	-12	0.9	-8	3	-15	-6	-1	-10	15
Cc1ccc(-c2cc(N)n(-c3ccc(C)cc3)n2)cc1	16	1	-5	-1	-2	-1	-2	7	3
CC(C)CNc1cc(Cl)c(S(=O)(=O)NCC(C)C)cc1C(=O)O	2	1.1	-5	8	12	5	-4	-2	-11
CCOc1ccc(C(NC(=O)c2ccco2)c2ccc(OC)c(OC)c2)cc1 (stereo not drawn)	-5	1.3	-6	-9	-1	-7	-7	-2	3
COC(=O)/C(=C(/F)Sc1cc(C)c(O)c(C)c1)C(F)(F)F	-1	1.1	55*	-2	-10	-2	0	15	10
CC(C)c1c(O)nc(SCC(=O)Nc2ccc3c(c2)CCC3)[nH]c1=O	1	0.9	-5	10	x	-11	x	x	x
O=C(O)Cc1nc2nc3c(c(=O)n2[nH]1)CCCC3	2	1	-1	-3	x	-6	x	x	x
O=C(COc1ccc(F)cc1)NC1CC1	4	1	2	4	-3	5	-1	-16	4
Cc1ccc(Oc2ccc(Cl)cc2NC(=O)c2cnccn2)cc1	1	0.9	-4	7	-4	-1	-2	-4	4
O=C1/C(=C/c2cccnc2)Oc2cc(OS(=O)(=O)c3ccc(F)cc3)ccc21	2	1.3	-40	6	-11	1	-4	-9	10
Cc1ccc(NC2=C([N+](=O)[O-])CS(=O)(=O)C2)cc1	-2	0.9	-45	5	6	-5	-7	20	-6
CCOc1ccccc1C1CC(c2ccccc2)Nc2nc(N)nn21 (stereo not drawn)	-1	1.6	5	3	x	2	-2	7	x
COC(=O)NC1CSCC1OC(=O)CCN1C(=O)c2ccccc2C1=O (stereo not drawn)	1	1.4	-18	0	x	4	x	x	x
O=C(CSc1nnc(-c2ccc(S(=O)(=O)N3CCOCC3)cc2)o1)c1ccccc1F	11	1.1	-22	2	6	-17	-3	8	-7
Cc1snc2sc(C(=O)c3ccc(Br)cc3)c(N)c12	5	0.9	-13	-3	-13	-6	-4	9	12
Oc1ccc2oc3c(c2c1/C=N/n1cnnc1)CCCC3	-4	0.9	0	10	34	-7	-9	6	-34
CCOC(=O)C1CC=C(Cl)CC1C(=O)Nc1nccs1 (stereo not drawn)	8	0.8	5	7	5	1	-3	-10	-6
O=C(COc1ccccc1)Nc1ccc(Cl)c(-c2nc3ncccc3o2)c1	x	x	x	x	3	x	-2	4	-2
CCCCC(=O)Nc1nnc(-c2ccc(OC)cc2)s1	x	x	x	x	11	x	-4	-5	-7
CC(=O)Nc1ccc(S(=O)(=O)N2CCCc3ccccc32)cc1	5	0.8	-2	5	2	-7	-5	-6	1
CC(=O)NC(CC(=O)NCC(c1ccco1)N(C)C)c1ccccc1 (stereo not drawn)	x	1.3	-16	x	12	x	-8	18	-13
Cc1c(NS(=O)(=O)c2cccc(C(=O)NCc3ccc(Cl)cc3)c2)c(=O)n(-c2ccccc2)n1C	10	1.3	2	31*	36	-2	-9	-12	-33
Cc1cc(=O)oc(C)c1C(=O)Nc1ccc2ncccc2c1	5	1	-10	2	3	-3	-5	-2	-3
Cc1cccc(NS(=O)(=O)c2ccc(Br)s2)n1	0	1.3	5	6	6	11	-5	7	-4
O=C(c1ccc(S(=O)(=O)N2CCCCC2)cc1)N1CCN(c2ccccc2)CC1	24	1.2	-2	-1	1	1	-11	2	-2
O=C1CC(N2CCSCC2)C(=O)N1CCc1ccccc1 (stereo not drawn)	-4	1	-11	2	4	3	-2	-5	1
Nc1ccnn1Cc1cccnc1	-8	1.6	-16	6	-8	2	-4	10	6
COc1ccc(CCNS(=O)(=O)c2ccc3c(c2)OCCO3)cc1OC	-2	0.8	-10	-6	-5	6	-3	-22	3
CC(C)(C)NC(=O)CN(C(=O)CNS(=O)(=O)c1ccccc1)c1ccc2c(c1)OCCO2	-11	0.9	0	8	-8	7	-4	-1	11
CS(=O)(=O)N1N=C(c2ccccc2)CC1c1cccs1 (stereo not drawn)	-24	0.9	x	24	16	10	-6	2	-13
COc1ccc(-c2cc(C(=O)Nc3cc(OC)c(OC)c(OC)c3)no2)cc1OC	5	0.9	-2	-6	-1	-7	-3	-14	1
Cc1ccc(SCCNC(=O)CN(c2ccc3c(c2)OCO3)S(C)(=O)=O)cc1	4	1.2	-23	7	4	2	-2	-4	-2
Cc1cc2n(n1)C(c1ccc3c(c1)OCO3)Nc1ccccc1-2 (stereo not drawn)	19	0.9	6	16	-2	-6	-1	-12	4
COc1ccc2nc(NC(=O)CN3CCOCC3)sc2c1	-12	1.3	0	-7	-5	0	1	-28	5
CCOC(=O)C1C(=O)CC(C)(O)C(C(=O)OCC)C1c1ccc(C)s1 (stereo not drawn)	1	1.7	24	-6	5	7	0	-11	-2

Continued.
SMILES	PostGolgi yeast	PLAP activator	CD11b adhes inh	PostGolgi ctrl	sEH inh	E coli WT exp	S1P2 ag	S1P2 blocker	sEH activator
Cc1ccc(N(C(C)C(=O)O)S(=O)(=O)c2c(C)n[nH]c2C)cc1 (stereo not drawn)	4	0.9	-5	5	2	-10	-6	27	-2
CS(=O)(=O)N(CC(=O)N1CCN(c2ccccc2F)CC1)C1CCCCC1	-3	1.1	x	0	-2	4	0	29	2
N/C(=N\OC(=O)Oc1ccccc1)c1ccc(Cl)cc1	-2	0.6	-17	-4	-8	-10	-3	-8	8
COc1c(/C=N/Nc2nc(N3CCCCC3)nc(N3CCCCC3)n2)cccc1[N+](=O)[O-]	-2	1.2	x	3	5	-10	-6	3	-2
COCCNS(=O)(=O)c1cccn1-c1ncc(C(F)(F)F)cc1Cl	-5	1.1	7	-9	-7	12	-1	-2	6
CCn1c(=O)cc(C(=O)OC)sc1=Nc1ccc(F)c(F)c1	4	1.2	-9	12	-18	-1	-2	-10	15
Cn1nnc2cc(C(=O)NCc3ccc4c(c3)OCO4)ccc21	-1	0.7	-4	2	16	5	0	-22	-14
CCC(C)C(NC(=O)C1CCC(C)CC1)C(=O)NCc1ccccn1 (stereo not drawn)	5	1	4	5	6	8	-4	-1	-8
COC(=O)c1[nH]c2ccc(F)cc2c1NC(=O)Nc1ccc(OC)cc1	8	0.9	13	-3	7	3	-10	5	-4
O=C(NCCc1ccccc1)C1CCN(C(=O)c2sccc2-n2cccc2)CC1	4	1.1	-10	13	x	5	x	x	x
